Assay outcomes (PubChem)
OXTR potentiator: potentiates the human oxytocin receptor response. CHO-OTR cells, Fluo-8 calcium fluorescence, potentiator mode; 0% = oxytocin EC15, 100% = EC100. activation, % at 3 µM. 320,000 tested, 0.061% active. AID 2445;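 active means activation above that plate's cutoff, the mean activation of tested compounds plus 3 SD, cut at about 6.6% in these data, passing the limit was not always enough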;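 further: 100% uses oxytocin at 75 nM as the full agonist control; some results filed as inactive read as strong as hits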
Target sequence (P30559 whole entry, looked up): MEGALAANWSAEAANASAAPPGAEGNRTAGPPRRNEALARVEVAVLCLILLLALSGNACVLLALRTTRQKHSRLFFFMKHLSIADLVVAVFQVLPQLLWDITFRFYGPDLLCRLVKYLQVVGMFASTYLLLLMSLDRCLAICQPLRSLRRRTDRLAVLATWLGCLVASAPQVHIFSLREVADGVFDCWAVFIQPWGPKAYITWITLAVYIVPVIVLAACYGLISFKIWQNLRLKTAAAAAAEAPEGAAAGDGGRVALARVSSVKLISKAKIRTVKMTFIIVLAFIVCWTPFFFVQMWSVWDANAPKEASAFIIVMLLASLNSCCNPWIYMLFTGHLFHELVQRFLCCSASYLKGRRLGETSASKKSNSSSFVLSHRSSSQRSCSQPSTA
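Dosing: Single dose, 3.0 µM nominal final compound concentration | Material: Human OTR in CHO cells | Technique: Kinetic Fluo-8 calcium fluorescence | Benchmarks: EC15 oxytocin alone as 0%, 75 nM oxytocin as 100% | Probe or stimulus: Oxytocin at about EC15, sub-maximal agonist stimulus | Incubation: Compound 6 min at room temperature before oxytocin, 100 s read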
M1 ag parental: nonselective activator or artifact in parental CHO-K1 cells | Fluo-8 calcium fluorescence; scaled to maximal ATP response, vehicle zero | activation, % at 3 µM | 360,000 tested, 0.48% active; in the data active means activation above about 15%;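 further: untransfected CHO-K1 host cells lacking M1 receptor as counterscreen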
OXTR ag: human OXTR agonism; P30559; AID 2435; CHO-OTR cells, Fluo-8 calcium fluorescence; normalized: DMSO 0%, oxytocin 100%; activation, % at 3 µM; 320,000 tested, 0.32% active;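 active means activation above the mean of all tested compounds plus 3 SD, cutoff set per screening run, cut at about 20% in these data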;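 further: peak over basal fluorescence ratio from a 100 s FLIPR kinetic read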
CHO-K1 Ca antag: M1 antagonist counterscreen hit in parental CHO-K1 cells; ATP-induced calcium, Fluo-8 fluorescence; inhibition, % at 3 µM; 360,000 tested, 0.6% active;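 active means inhibition above a per-plate cutoff, the plate's mean sample inhibition plus 3 SD, cut at about 24% in these data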;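 further: 0% = DMSO plus EC80 ATP and 100% = DMSO alone without ATP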
TAAR1 antag: human TAAR1 antagonism; 360,000 tested, 1.5% active; inhibition, % at 3 µM; CHO RD-HGA16 TAAR1, Fluo-8 calcium fluorescence, antagonist; Q96RJ0;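 active means inhibition above a per-plate cutoff, the mean inhibition of test compounds on that plate plus 3 SD, cut at about 49% in these data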;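 further: 0% = DMSO plus EC80 beta-PEA response and 100% = DMSO alone without agonist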
Target sequence (Q96RJ0 whole entry, looked up): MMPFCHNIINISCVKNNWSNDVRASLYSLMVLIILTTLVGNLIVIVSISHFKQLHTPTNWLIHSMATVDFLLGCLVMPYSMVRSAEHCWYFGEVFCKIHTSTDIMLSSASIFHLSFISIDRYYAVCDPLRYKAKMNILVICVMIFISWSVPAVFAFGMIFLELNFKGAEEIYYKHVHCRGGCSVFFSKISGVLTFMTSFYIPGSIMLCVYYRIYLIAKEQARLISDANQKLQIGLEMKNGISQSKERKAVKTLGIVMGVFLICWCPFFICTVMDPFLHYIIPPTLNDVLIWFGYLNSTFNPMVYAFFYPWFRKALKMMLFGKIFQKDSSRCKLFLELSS
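Assay system: RD-HGA16 CHO cells with stable hTAAR1 and Gα16 / Reagent: EC80 β-phenethylamine stimulus / Doses: 3 µM, single point / Timing: dye loading 75 min at 37 °C, then 30 min room temperature / Measured by: Fluo-8 intracellular calcium dye fluorescence, real-time kinetic reads / Controls: vehicle wells and EC80 agonist wells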
CHO parental Ca: signal in parental CHO cells, OX1R antagonist counter-screen; parental CHO-K1, ATP-induced calcium, Fluo-8 fluorescence; inhibition, % at 5.6 µM; 330,000 tested, 0.63% active; AID 463079;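 active means inhibition above that plate's mean sample inhibition plus 3 SD, cut at about 26% in these data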;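 further: 0% = ATP-challenged DMSO wells and 100% = DMSO wells without ATP; some compounds past the cut are filed as inactive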
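Test system: parental CHO cells; detection: calcium-sensitive Fluo-8 fluorescence; evaluation: percent inhibition of calcium signal; also added: ATP as calcium-mobilizing challenge; repeats: one well per compound; control set: ATP-challenged DMSO wells low, unchallenged DMSO wells high; compound: single nominal dose of 5.6 µM per compound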
V1R ag counter: V1a receptor agonism, counter-screen for OXTR agonists | activation, % at 3 µM | P37288 | CHO-V1R cells, Fluo-8 calcium fluorescence, agonist mode; 0% DMSO, 100% 3 nM vasopressin | AID 2797 | 320,000 tested, 0.25% active;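 active means activation above the mean activation of all tested compounds plus 3 SD, per screening run, cut at about 20% in these data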;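 further: signal is peak over basal fluorescence ratio across a 100 second FLIPR read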
M1 PAM parental: counter-screen for M1 PAMs: effect in parental CHO-K1 cells. 360,000 tested, 0.02% active. activation, % at 3 µM. AID 602247. ATP EC20, Fluo-8 calcium fluorescence; 0% at ATP EC20, 100% at ATP max;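 active means activation above the run cutoff, the mean activation of all test compounds plus 3 SD, cut at about 40% in these data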;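 further: peak over basal fluorescence ratio in a 140 s read after ATP addition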
GPR7 antag: antagonists of human GPR7 (neuropeptides B/W receptor 1) | AID 1861 | 290,000 tested, 1.1% active | P48145 | GPR7-expressing cells, fluorescence antagonist assay | inhibition, % at 4.4 µM; in the data active means inhibition above about 16%, passing the limit was not always enough;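 further: cells stimulated with the agonist NPW; 0% = agonist with vehicle and 100% = vehicle without agonist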
Target sequence (P48145 whole entry, looked up): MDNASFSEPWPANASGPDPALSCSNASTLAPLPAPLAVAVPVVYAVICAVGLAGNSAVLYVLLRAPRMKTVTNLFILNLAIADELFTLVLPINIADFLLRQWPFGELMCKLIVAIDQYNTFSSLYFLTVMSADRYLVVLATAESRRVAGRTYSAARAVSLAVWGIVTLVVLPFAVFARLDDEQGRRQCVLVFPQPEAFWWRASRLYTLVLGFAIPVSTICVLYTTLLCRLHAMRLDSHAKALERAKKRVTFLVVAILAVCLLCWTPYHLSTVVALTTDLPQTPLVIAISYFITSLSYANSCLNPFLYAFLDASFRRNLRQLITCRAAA
Numbers without * were called inactive; / = no result given. Outcome played no part in choosing rows; overall some 3.5% were active at least once.

compound,OXTR potentiator,M1 ag parental,OXTR ag,CHO-K1 Ca antag,TAAR1 antag,CHO parental Ca,V1R ag counter,M1 PAM parental,GPR7 antag
CC1CCCN(CCCNC(=O)c2ccc(N3CCCC3=O)cc2)C1 (stereo unspecified),-2,0.5,0.3,-3,-7,-11,0.0,10,-4
COc1cc(SC)ccc1C(=O)OCC(=O)N1CC(=O)Nc2ccccc21,2,0.2,0.9,13,0,-7,0.1,-25,/
Cc1ccc(C(=O)N2CCN(c3cccc(C)c3C)CC2)cc1S(=O)(=O)N1CCOCC1,-4,2.2,-0.5,-22,-9,-28,3.6,15,/
O=C(NC1CC1)c1cccc(NC(=O)C2CCC2)c1,/,0.0,/,2,-5,/,/,-10,/
COc1ccccc1NC(=O)CC(c1ccc(OC(C)C)cc1)c1ccccc1OC (stereo unspecified),-12,0.2,-1.3,-5,-2,3,1.0,2,-4
O=C(O)C1C(c2ccccc2)C(C(=O)OCc2ccco2)C1c1ccccc1 (stereo unspecified),5,0.6,0.0,-13,8,-6,0.8,27,-7
Cc1nc(-c2cccc(NS(=O)(=O)c3ccc4ccccc4c3)c2)cs1,-3,1.1,0.7,-6,25,-13,0.5,14,-11
COC(=O)/C(=N/Nc1ccccc1OC)N1CCCc2ccccc21,-13,0.2,-2.4,-8,0,-22,3.9,12,21
COc1ccc([N+](=O)[O-])cc1NC(=O)CCN1CCN(CCO)CC1,-4,0.9,0.9,-5,-26,0,0.5,5,5
Cc1ccc(N(CN2C(=O)NC(C)(C)C2=O)CN2C(=O)NC(C)(C)C2=O)cc1,-4,0.1,1.4,13,8,2,1.0,-5,10
CCOC(=O)CNC(=O)c1cccnc1,-9,0.8,0.9,-1,-9,2,1.2,10,-13
O=C(NCC1CCCO1)c1cc(-c2ccncc2)nc2ccc(S(=O)(=O)N3CCOCC3)cc12 (stereo unspecified),-14,0.7,0.2,-6,-9,-4,8.3,13,-7
CCOC(=O)CSc1nc(C)c2ccc(C)cc2n1,2,0.5,-1.7,-5,-33,-13,-0.5,8,3
Cc1ccnc(NC(=O)Cc2ccc([N+](=O)[O-])cc2)c1,0,3.9,-0.5,16,-12,-1,0.9,2,-6
COc1cc(/C=C/C(=O)c2ccc(F)cc2)cc(OC)c1OC,0,1.9,-1.9,-18,-14,-16,-1.1,23,-14
Cc1cc2ccccc2n2c(SCC(=O)Nc3ccc(S(=O)(=O)N4CCCCC4)cc3)nnc12,-6,0.0,0.0,-5,-9,-32,-1.0,15,3
Cc1cc(/C=C(\C#N)C(=O)O)c(C)n1C1CC1,-2,0.7,0.2,-1,0,-4,0.4,12,-9
Cc1ccc(C(=O)N2CCN=C2SCc2ccc([N+](=O)[O-])cc2)cc1,-8,2.7,2.2,5,-18,-13,3.8,17,8
Cc1nc(C2CCC3C4CCC5=CC(=O)CC[C@]5(C)C4CC[C@]23C)cs1 (stereo partly specified),-22,/,8.7,/,-5,15,4.5,/,6
CCCCNC(=O)CC1C(=O)N(Cc2ccccc2)C(C)c2nc3ccccc3n21 (stereo unspecified),-4,1.3,-0.3,-35,26,-11,0.3,15,-5
CCC(=O)Nc1ccc2nc(C)n(Cc3ccccc3Cl)c(=O)c2c1,-5,0.7,0.7,1,6,-10,1.1,7,0
COc1ccccc1-c1cc(C(F)(F)F)n2ncc(S(=O)(=O)c3ccccc3)c2n1,1,-0.4,-2.0,3,19,-15,-0.5,-3,-6
Cc1ccc(-c2nnc(COC(=O)c3cc(=O)[nH]c4ccccc34)o2)cc1,0,0.0,-0.7,-2,-27,-24,-0.6,2,-6
N#Cc1c(/N=C/c2ccc(-c3ccccc3C(=O)O)o2)sc2c1CCCC2,-10,1.3,0.0,-4,-12,-1,0.3,4,1
Cc1ccccc1OCC(=O)NNC(=S)NC(=O)c1ccccc1[N+](=O)[O-],3,-0.6,-2.3,10,-4,14,-1.3,-9,-8
O=S(=O)(CC(O)COc1ccc(Br)cc1)c1ccccc1 (stereo unspecified),-11,3.5,-0.1,-11,-24,5,0.8,9,8
O=C1C2CCCN2c2ccc(S(=O)(=O)N3CCOCC3)cc2N1Cc1cccc(C(F)(F)F)c1 (stereo unspecified),-8,/,-1.1,/,/,-9,1.8,/,-8
O=S(=O)(Nc1ccc(N2CCCCC2)cc1)c1ccc(F)cc1,-3,3.0,-0.1,-3,-14,-9,0.4,7,-25
O=C(O)c1cccc(-n2cccc2/C=C2/NC(=O)N(Cc3ccccc3F)C2=O)c1,5,-0.4,0.2,0,3,-8,0.6,6,0
COc1ccc(NC(=O)c2c(Cl)nc3ccccn23)cc1,-4,8.4,-0.7,0,11,-16,2.4,24,-8
COC(=O)Cc1ccc(N(Cc2ccccc2F)S(=O)(=O)c2ccc(Br)cc2)cc1,-15,0.8,2.8,2,28,-9,4.9,5,8
CCc1ccc(N(CC(=O)NC2CCCC2)C(=O)CCC(=O)Nc2ccccn2)cc1,-8,0.3,0.6,-10,11,-7,0.7,14,-9
CCOc1ccc2c(c1)sc(=NC(=O)C1CC1)n2C,-7,0.0,-2.7,-10,4,-6,-1.6,-2,-4
Cc1sc2ncnc(N3CCC(C(=O)N(CC(C)C)c4nc5ccccc5s4)CC3)c2c1C,-5,1.7,-0.9,0,-26,-13,-0.6,11,/
COC(=O)c1c(NC(=O)C2CCCCC2C(=O)O)sc2c1CCCCC2 (stereo unspecified),-7,-0.7,-0.8,1,-3,-9,0.8,6,-6
O=C(NCc1ccco1)/C(=C\C=C\c1ccccc1)NC(=O)c1ccccc1Br,-5,3.9,-2.5,0,41,-21,-1.4,5,-9
CCOC(=O)c1ccc(-n2cnc(-c3ccc([N+](=O)[O-])cc3)c2)cc1,/,2.0,/,0,-1,/,/,3,/
CCOC(=O)C1CCN(C(=O)c2ccccc2NS(=O)(=O)c2cc(C)ccc2C)CC1,-7,-0.3,-0.9,10,0,-30,0.6,-6,-9
CN1CCc2c(OCC(=O)N3N=C(c4cccs4)CC3c3ccc(F)cc3)cccc2C1=O (stereo unspecified),-10,2.2,0.0,0,5,-19,0.1,12,-8
Cc1oc2cc(O)ccc2c(=O)c1Oc1ccccc1,-4,1.0,0.7,-6,8,-1,1.5,14,-3
Brc1ccc(-c2csc(N3CCOCC3)n2)cc1,-16,4.1,-2.1,-18,15,-2,-0.3,18,-4
COc1cc(C(=O)O/N=C(\N)c2ccccn2)cc(OC)c1OC,1,4.1,0.1,-6,3,-6,-0.8,15,-11
CCOC(=O)Cc1csc(NC(=O)c2c(-c3ccccc3)noc2C)n1,7,0.4,-0.8,-11,-12,-20,-0.3,11,-11
O=C(/C=C/c1cccc(F)c1)NCCCn1ccnc1,-15,0.3,-0.7,-7,-2,3,0.7,-7,-4
COc1ccc2cc(C(=O)Nc3ccc(O)cc3)sc(=O)c2c1OC,-10,1.1,2.2,-1,12,-3,0.7,5,-5
COc1ccc(CCNC(=O)c2c(-c3ccccc3)noc2C)cc1OC,1,0.3,0.9,-22,-21,-3,-0.1,-8,-10
CCCCOc1ccc(N2CC(C(=O)NCc3ccco3)CC2=O)cc1 (stereo unspecified),-6,1.4,0.4,-13,-6,-3,-0.1,4,-6
CCCCC(=O)NC(=S)NNC(=O)CC,-7,0.1,0.5,-18,6,5,1.2,7,-12
COc1ccc2nc(SCC(=O)N(C)CC(=O)Nc3ccc(F)cc3)[nH]c2c1,7,1.1,-0.2,-4,-20,-17,-0.5,20,/
CC(C)(C)C(=O)O/N=C(\N)Cc1ccc(-c2csnn2)cc1,-3,2.5,-2.3,-8,2,2,-1.9,19,-2
O=c1[nH]c2ccc(Cl)cc2c(-c2ccccc2)c1N1CCN(CCO)CC1,-4,0.2,1.7,-9,-23,-23,1.1,-3,4
Cc1ccc(N(Cc2ccc([N+](=O)[O-])cc2)C(=O)c2ccco2)cc1,-17,0.3,-2.5,-10,24,-12,-1.3,25,-1
Cc1ccc(CNC(=O)COC(=O)Cc2ccc(-c3ccccc3)cc2)cc1,-11,1.0,-1.6,-6,18,-22,2.8,22,0
Cc1cc(=O)n2[nH]nnc2n1,-1,0.1,0.6,1,-21,-14,-0.8,-13,-5
CS(=O)(=O)c1ccc2nc(NC(=O)c3ccc(Cn4cc(Br)cn4)o3)sc2c1,-9,4.0,4.4,11,32,-10,5.4,-21,-11
OC[C@@H]1CN(Cc2ccco2)C[C@H](n2cnc3c(NCc4ccncc4)ncnc32)O1,/,0.1,/,-1,-4,/,/,-10,/
CCC(=O)Nc1ccccc1C(=O)C(=O)Nc1ccccc1,-12,0.0,-1.5,6,-12,-9,-0.4,-2,-3
COc1ccc(CNC(=O)Cn2c(=O)n(CCC(=O)N3CCCCC3)c(=O)c3sccc32)cc1,-3,2.2,-0.2,0,0,-10,-1.6,10,-10
CC(C)Oc1c(Cl)cc(CNC(C)(C)CO)cc1Cl,-4,0.5,0.5,-12,-5,-5,0.7,12,-8
O=C(/C=C/Nc1ccc(Oc2ccccc2)cc1)c1ccco1,-11,0.8,-0.5,13,14,-10,1.8,7,-31

More structures
compound,OXTR potentiator,M1 ag parental,OXTR ag,CHO-K1 Ca antag,TAAR1 antag,CHO parental Ca,V1R ag counter,M1 PAM parental,GPR7 antag
O=C(CSc1nccc(=O)[nH]1)N1CCN(c2ccccc2)CC1,-4,0.1,0.9,22,1,6,0.0,-13,-1
O=[N+]([O-])c1ccc(N2CCN(c3ccc([N+](=O)[O-])cc3CO)CC2)c(CO)c1,-21,18*,19,8,53*,32,16,-26,20
CCc1cc(=O)oc2c3c(cc(OCC(=O)NCCN4CCOCC4)c12)OC(C)(C)CC3,-3,0.9,-0.3,10,-2,-14,0.4,-13,-9
Cc1cccc(NC(=O)CSCc2cc(=O)n3nc(C4CC4)sc3n2)c1,-1,1.2,0.1,-16,6,-2,1.2,-1,-10
CC(=O)c1ccc(OCC(O)CN2CCC(C)CC2)cc1 (stereo unspecified),4,-0.1,2.0,14,-20,-6,0.4,-5,-6

2 compounds picked at random from those above:
compound,OXTR potentiator,M1 ag parental,OXTR ag,CHO-K1 Ca antag,TAAR1 antag,CHO parental Ca,V1R ag counter,M1 PAM parental,GPR7 antag
CCc1cc(=O)oc2c3c(cc(OCC(=O)NCCN4CCOCC4)c12)OC(C)(C)CC3,-3,0.9,-0.3,10,-2,-14,0.4,-13,-9
Cc1cccc(NC(=O)CSCc2cc(=O)n3nc(C4CC4)sc3n2)c1,-1,1.2,0.1,-16,6,-2,1.2,-1,-10
